Assay outcomes from PubChem BioAssay.
Tn7 DDE FP: disrupts Tn7 cyclic peptide binding to fibrin D-Dimer-E complex | P02675 | FP displacement of FITC-Tn7 peptide from fibrin DD(E); 0% = median of compound wells per plate | inhibition, % at 8.3 µM | hit rate 0.13% among 370,000;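 active means inhibition above the mean of compounds falling within the control limits plus 3 SD of them, cut at about 14% in these data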;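 further: 0% = plate median of compound wells and 100% = 10 µM Aha-Tn7 peptide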
Target sequence (P02675 whole entry, looked up): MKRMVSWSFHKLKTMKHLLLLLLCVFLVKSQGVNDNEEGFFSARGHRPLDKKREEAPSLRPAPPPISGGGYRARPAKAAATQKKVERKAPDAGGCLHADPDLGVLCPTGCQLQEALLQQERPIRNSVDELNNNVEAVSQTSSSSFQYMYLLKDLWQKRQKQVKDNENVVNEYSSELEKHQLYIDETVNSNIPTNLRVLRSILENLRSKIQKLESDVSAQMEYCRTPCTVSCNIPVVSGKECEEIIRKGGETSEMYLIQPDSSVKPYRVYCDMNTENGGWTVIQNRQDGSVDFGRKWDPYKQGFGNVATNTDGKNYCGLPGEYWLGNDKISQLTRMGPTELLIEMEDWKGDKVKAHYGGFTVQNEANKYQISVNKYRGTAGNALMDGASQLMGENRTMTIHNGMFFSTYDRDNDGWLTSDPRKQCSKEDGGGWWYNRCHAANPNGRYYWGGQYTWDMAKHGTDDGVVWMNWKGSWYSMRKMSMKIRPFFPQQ
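Assay system: Human fibrin DD(E) protein | Medium: Tris buffer with calcium and detergent, pH 7.8 | Reagent: 0.1 µM fluorescent Tn7 | Compound dosing: Single point at 8.3 µM | Times: 10 min preincubation, 3 h with tracer, room temperature | Detection: Fluorescence polarization of the labelled Tn7 tracer | Controls: Aha-Tn7 high control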
proKLK7 act: activators of human kallikrein-7 zymogen; P49862; purified proKLK7, EDANS-DABCYL substrate fluorescence; 100% is mature enzyme control, 0% vehicle; activation, % at 7 µM; hit rate 0.9% among 370,000; AID 652039;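 active means activation above the mean of all tested compounds plus 3 SD, computed per campaign excluding outliers beyond control limits, cut at about 13% in these data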
PRMT1 inh: blocks human protein arginine methyltransferase 1; Q99873; recombinant PRMT1, activity-based probe fluorescence polarization; inhibition, % at 2.79 µM; hit rate 1.3% among 370,000; AID 652257;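 active means inhibition above about 21% made by adding two undisclosed values, limit read from the data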
TCR-CD3 inh: human TCR-CD3 binding inhibition; TAMRA-labeled TCR probe fluorescence, biochemical; inhibition, % at 9.4 µM; hit rate 0.37% among 360,000; in the data active means inhibition above about 19%;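 further: recombinant mutant TCR 2C K166C tagged with TAMRA read by polarization; 0% = receptor in buffer alone and 100% = receptor with positive control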
DDE Tn6 FP inh: inhibitors of Tn6 peptide binding to human fibrin DD(E); Fibrin DD(E) TRITC-Tn6 fluorescence polarization displacement; P02675; hit rate 0.21% among 370,000; inhibition, % at 8.3 µM; AID 720509;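 active means inhibition above a per-campaign cutoff: mean of compounds within control limits plus 3 SD, cut at about 15% in these data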;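 further: 0% = median of all compound wells on the plate and 100% = blocking peptide control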
LEDGF integ inh: blocks HIV-1 LEDGF/p75-dependent DNA integration | TR-FRET IN-LEDGF/p75 DNA integration, Eu/Cy5 | inhibition, % at 3.7 µM | hit rate 0.64% among 370,000;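 active means inhibition above the screen-wide mean plus 3 SD, cut at about 13% in these data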;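 further: signal is the Cy5 over europium emission ratio at 671 and 618 nm; 0% = plate median of compound wells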
TDP2 absorb: blocks human TDP2 phosphodiesterase activity; recombinant TDP2, T5PNP hydrolysis, p-nitrophenol absorbance 415 nm; inhibition, % at 12.8 µM; hit rate 0.34% among 370,000; AID 720702;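 active means inhibition above the mean of all tested compounds plus 3 SD, set per campaign, cut at about 25% in these data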;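 further: 0% = DMSO with enzyme and 100% = buffer with substrate but no TDP2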
Target sequence (O95551 whole entry, looked up): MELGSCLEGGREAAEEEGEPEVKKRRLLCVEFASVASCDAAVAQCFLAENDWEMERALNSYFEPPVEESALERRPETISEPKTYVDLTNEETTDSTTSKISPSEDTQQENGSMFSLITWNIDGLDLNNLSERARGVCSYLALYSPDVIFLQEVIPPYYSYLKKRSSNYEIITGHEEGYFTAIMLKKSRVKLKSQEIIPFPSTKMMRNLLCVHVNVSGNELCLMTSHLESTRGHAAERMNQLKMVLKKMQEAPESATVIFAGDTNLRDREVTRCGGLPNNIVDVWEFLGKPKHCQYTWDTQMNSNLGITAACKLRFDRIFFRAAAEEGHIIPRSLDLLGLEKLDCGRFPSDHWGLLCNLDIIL
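Test system: human TDP2 enzyme; Input: 120 nM TDP2 per well; Buffer or medium: Mg2+-containing Tris-HCl buffer, pH 7.5; Reagent: 5 mM T5PNP; Dosing: 12.8 µM single point, 1% DMSO; Incubation: reaction 2 h, 37 °C; Detection: p-Nitrophenol epi absorbance; Read-out: % inhibition relative to enzyme-containing and enzyme-free wells; Replicates: single well per compound.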
SIAE inh: inhibitors of human sialic acid acetylesterase SIAE; inhibition, % at 9.66 µM; SIAE FP-Rh probe binding, fluorescence polarization; Q9HAT2; hit rate 0.69% among 370,000;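 active means inhibition above a cutoff: mean of compounds within the control limits plus 3 SD of those, cut at about 17% in these data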;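 further: 0% = plate median of compound wells and 100% = probe without SIAE protein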
UHRF1 MBD2 ctr: UHRF1 methyl-DNA binding inhibition; Q96T88; UHRF1 binding to methylated oligo, TR-FRET; inhibition, % at 4.4 µM; hit rate 0.75% among 370,000; in the data active means inhibition above about 21%;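 further: UHRF1 SRA domain binding a hemimethylated CpG hairpin DNA probe; 0% = median of test compound wells and 100% = reference inhibitor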
MBD2 DNA inh: blocks human MBD2 binding to methylated DNA. inhibition, % at 4.4 µM. TR-FRET, MBD2 binding to methylated oligonucleotide. hit rate 0.31% among 370,000. AID 686964. Q9UBB5; in the data active means inhibition above about 13%
* hit, by the source's call; · = not tested or not shown.

SMILES | Tn7 DDE FP | proKLK7 act | PRMT1 inh | TCR-CD3 inh | DDE Tn6 FP inh | LEDGF integ inh | TDP2 absorb | SIAE inh | UHRF1 MBD2 ctr | MBD2 DNA inh
O=C(CCc1nnc(Cc2cccc(C(F)(F)F)c2)o1)NCCc1ccccc1F | -0.7 | 0.5 | -4.2 | 0.8 | -3.3 | -4.9 | 1.3 | 6.8 | 1.3 | 0.7
C/C(=N/O)c1ccccn1 | 6.8 | -0.1 | 2.2 | 3.9 | 4.9 | -4.7 | -2.5 | -5.3 | 2.8 | 0.6
COc1cccc(C(=O)O/N=C(\N)c2ccccn2)c1 | -4.6 | -0.1 | -0.8 | -3.1 | -5.0 | 1.2 | -9.9 | 4.4 | -1.5 | -1.2
CCN(C(=O)COC(=O)C1CCN(S(=O)(=O)c2ccc(C)c(C)c2)CC1)C1CCS(=O)(=O)C1 (configuration not stated) | 4.0 | -0.2 | -0.7 | -4.2 | 0.4 | -0.9 | 7.7 | 26.2* | 2.7 | 6.8
Cc1ccc(-c2nc(S(=O)(=O)c3ccc(C)cc3)c(N3CCOCC3)o2)cc1 | -0.3 | -0.7 | 8.4 | -1.8 | 1.4 | -3.3 | -3.6 | -2.1 | 3.7 | 0.0
COc1ccc(N2CCN(C(=O)c3ccc(F)cc3)CC2)c([N+](=O)[O-])c1 | -2.8 | 0.0 | -0.7 | 1.8 | -0.6 | 3.5 | -1.4 | -3.2 | -4.1 | 1.1
Cc1cc2c(sc3c(C)ccc(C)c32)c(C)n1 | -0.5 | -0.6 | -1.6 | -1.9 | -8.6 | 2.8 | 0.2 | 3.0 | -3.5 | -4.3
CC1CCN(S(=O)(=O)c2ccc3c(c2)N(C)C(=O)CC(=O)N3C)CC1 | 3.0 | 0.9 | 47.2* | 6.8 | 0.4 | -2.6 | 1.2 | -3.8 | -1.5 | -0.9
Cc1nn(C)c(C)c1CNC(=O)Nc1cccc(Cl)c1C | -3.5 | -0.8 | -2.3 | 9.8 | -2.6 | 0.3 | 5.7 | -2.8 | -0.4 | 0.9
COc1cccc(CNC(=O)c2n[nH]c3ccccc23)c1 | 2.4 | 0.2 | 7.1 | 2.4 | -6.7 | -9.0 | -12.1 | 2.6 | -0.7 | -4.3
Nc1nc(SCC(=O)Nc2ccccc2-c2ccccc2)n[nH]1 | 8.1 | -0.3 | 0.3 | 3.4 | 5.8 | -2.9 | -6.0 | -7.2 | -2.5 | 5.1
C=CCSc1nnc(NC(=O)CSc2nc3ccccc3[nH]2)s1 | 4.4 | 0.6 | -0.9 | 1.8 | -6.8 | -1.4 | 5.5 | -4.8 | 1.0 | 2.1
CC(C)(C)OC(=O)N[C@@H]1C=CC(=O)C1 | 0.0 | 0.4 | -0.7 | 6.3 | 4.8 | 1.5 | 6.2 | 1.5 | -0.5 | -5.9
O=C1CCC(C(=O)N2CCSCC2)CN1Cc1cccc(C(F)(F)F)c1 (configuration not stated) | 0.2 | -0.3 | 0.6 | 4.0 | -0.2 | 1.3 | -3.8 | -1.2 | -0.4 | -3.0
Cc1ccc(C2CC(c3cccs3)=NN2C(=O)CSc2nc(=O)n3cc(C)ccc3n2)cc1 (configuration not stated) | 0.7 | 0.6 | 1.0 | 6.4 | 0.2 | 0.5 | -1.5 | -25.1 | 0.2 | 0.1
COc1cccc(-n2nnc3c(=O)n(Cc4ccccc4Cl)cnc32)c1 | 5.5 | 0.1 | 1.9 | -6.9 | 2.9 | -2.1 | -3.2 | 4.4 | 1.2 | 5.0
CSCCC(NS(=O)(=O)c1ccc(Cl)cc1)C(=O)OCc1cccc(Cl)c1 (configuration not stated) | 2.4 | 0.6 | 2.9 | -2.6 | 4.4 | -4.1 | -1.0 | 2.9 | 2.9 | 1.8
Cc1c(C#N)c2ccccc2n1CCOc1ccccc1F | 4.7 | -0.1 | 0.0 | -1.5 | 1.0 | 1.5 | 4.7 | -0.6 | -0.9 | -5.0
O=C1C[C@@H](c2ccccc2)N=C2N(Cc3ccc4c(c3)OCO4)C/C(=C/c3ccccc3)N12 | -0.7 | 0.2 | -0.5 | · | -0.3 | 2.2 | 2.0 | 5.6 | -1.0 | 3.8
CCOc1ccc(S(=O)(=O)N(C)c2ccc(OCC(=O)OCc3c(C)noc3C)cc2)cc1 | -3.6 | 0.2 | -1.2 | 2.7 | -3.7 | 0.1 | -1.1 | -2.4 | 1.1 | 4.3
CC(=O)c1cc2c(cc1NC(=O)CCc1c(C)nc3ncnn3c1C)OCO2 | -1.0 | 1.0 | -3.1 | 0.7 | -1.8 | 0.1 | 1.1 | 3.2 | -5.4 | -4.9
Cc1ccc([N+](=O)[O-])cc1S(=O)(=O)NCc1cccnc1 | 7.4 | -0.6 | -3.3 | 11.6 | 4.4 | -1.5 | 2.3 | 0.6 | -1.6 | -4.6
O=C(NC1CCCC1)C1CCC(CNS(=O)(=O)c2cccs2)CC1 (configuration not stated) | 2.4 | 0.2 | 1.1 | -3.5 | -8.4 | 2.0 | -9.8 | -0.8 | 4.8 | 3.5
CN(c1ccc(OC(=O)CC2OC(=O)c3ccccc32)cc1)S(=O)(=O)c1ccccc1 (configuration not stated) | -1.6 | -0.1 | -2.1 | 2.8 | -0.1 | 0.7 | -10.3 | -8.8 | 0.2 | -3.8
CCN1CCN(CCNC(=O)c2ccc3c(c2)N(Cc2cccc(Cl)c2)C(=O)c2ccccc2S3=O)CC1 (configuration not stated) | -0.7 | -0.7 | -1.1 | 4.5 | 7.6 | 2.6 | -1.9 | -7.6 | 0.7 | -1.8
N#Cc1c(-c2cccnc2)c2c([nH]c1=S)CCCC2 | -0.4 | -0.3 | 44.5* | 3.0 | 0.8 | 3.5 | -5.5 | -4.1 | -1.8 | -4.1
O=C(O)CCCNc1ccc([N+](=O)[O-])c(NCCCC(=O)O)n1 | -6.0 | -0.3 | 0.0 | 0.5 | -8.4 | 0.1 | 3.9 | 0.3 | 0.1 | 3.5
CCn1c(CCNC(=O)c2ccc(OC)cc2)nnc1SCc1ccc(Cl)c(Cl)c1 | -11.2 | 0.4 | -1.4 | 4.6 | -7.4 | 4.3 | -4.7 | -2.6 | 1.5 | -2.1
O=C(CN1CCCc2ccccc21)NCc1ccccc1Cl | -7.3 | 0.6 | 1.0 | 7.2 | -0.5 | 0.1 | 2.5 | -1.0 | -0.8 | 0.8
Cc1ccc(-n2c(C)cc(/C=N/NC(=O)CC3(C)OCCO3)c2C)c(C)c1 | -4.1 | -0.1 | 2.0 | -5.8 | -4.6 | -1.3 | -0.6 | 0.7 | -0.1 | 1.7
Cc1ccc(NC(=O)C2CCN(S(=O)(=O)c3c(C)nn(C)c3C)CC2)c(Cl)c1 | -3.0 | 0.4 | -1.9 | 8.3 | 5.5 | -0.9 | -4.4 | -6.2 | -0.4 | -1.1
CSCCC(NC(=O)c1ccco1)C(=O)Nc1ccc(C)cn1 (configuration not stated) | -4.3 | 0.6 | -0.7 | 5.1 | 8.2 | -1.5 | 5.8 | 0.7 | -1.9 | 0.0
CCOC(=O)c1cc(CC)sc1N1C(=O)CC(Sc2ccccc2C(=O)O)C1=O (configuration not stated) | -1.8 | -0.3 | 54.2* | -8.3 | -7.5 | -9.7 | 6.6 | 4.8 | 1.6 | 7.3
Nc1ccn(C2C=CC(CO)O2)c(=O)n1 (configuration not stated) | 1.3 | -0.1 | 4.8 | -7.1 | -9.8 | -3.3 | 4.5 | 3.9 | 0.2 | 7.2
O=C(CSc1nnc2ccccn12)Nc1nsc(-c2ccccc2)n1 | -1.6 | 0.9 | -3.1 | -5.2 | 0.4 | -1.1 | -1.4 | 13.1 | -5.8 | -4.7
Cc1cccc(NS(=O)(=O)c2nnc(NC(=O)c3ccccc3F)s2)c1 | 5.2 | -0.3 | -1.3 | -3.2 | -6.1 | 4.3 | -15.4 | -0.5 | -0.4 | -1.2
COC(=O)C(Cc1ccccc1)NC(=O)C(N)CC(=O)O (configuration not stated) | -9.8 | 0.3 | -8.0 | · | -2.3 | 3.4 | -6.1 | 1.7 | 2.5 | 2.7
CCOc1ccccc1/C=N\Nc1cnn(Cc2ccccc2)c(=O)c1Cl | -1.8 | -25.9 | -3.2 | 5.2 | -8.2 | 0.1 | 2.4 | -9.3 | -4.0 | 2.4
COc1ccc(NC(=O)C(=O)NCCC2=CCCCC2)c(OC)c1 | 3.7 | 0.0 | -3.6 | 8.8 | 5.0 | 1.2 | -1.1 | 2.0 | -2.2 | -4.5
Cc1cccc(NS(=O)(=O)c2cccc(C(=O)Nc3cccc(C(=O)O)c3)c2)c1 | 3.6 | -0.3 | 1.6 | -5.0 | -2.1 | -1.5 | 4.5 | -4.0 | -0.5 | -4.2
CCOC(=O)c1ccc2c(c1)[nH]c(=S)n2CC | -7.0 | -0.8 | -1.6 | 3.2 | -5.9 | 1.4 | -6.9 | 5.5 | -4.2 | 1.7
COc1ccc(CNC(=O)c2ccc3c(c2)N(C)C(=O)CS3=O)cc1 (configuration not stated) | -2.5 | 0.0 | 22.4* | 3.2 | 1.1 | 3.1 | 11.1 | 1.5 | -0.1 | -5.7
O=C(N/N=C/c1ccco1)c1cc(-c2ccc(Br)s2)[nH]n1 | 0.3 | 0.4 | -3.7 | 0.1 | -10.6 | -1.3 | 2.5 | -13.5 | -3.1 | -1.2
CC1CCCN(CCCN2C(=O)C3C(C(=O)Nc4ccc(Cl)cc4)C4C=CC3(O4)C2C(=O)NC2CCCCC2)C1 (configuration not stated) | 0.4 | -1.0 | -1.6 | 5.0 | 0.4 | -1.1 | -0.7 | -4.2 | 2.1 | 3.5

An excerpt from above in order of their number in SIAE inh, falling.
SMILES | Tn7 DDE FP | proKLK7 act | PRMT1 inh | TCR-CD3 inh | DDE Tn6 FP inh | LEDGF integ inh | TDP2 absorb | SIAE inh | UHRF1 MBD2 ctr | MBD2 DNA inh
COc1cccc(C(=O)O/N=C(\N)c2ccccn2)c1 | -4.6 | -0.1 | -0.8 | -3.1 | -5.0 | 1.2 | -9.9 | 4.4 | -1.5 | -1.2
COc1ccc(N2CCN(C(=O)c3ccc(F)cc3)CC2)c([N+](=O)[O-])c1 | -2.8 | 0.0 | -0.7 | 1.8 | -0.6 | 3.5 | -1.4 | -3.2 | -4.1 | 1.1
C/C(=N/O)c1ccccn1 | 6.8 | -0.1 | 2.2 | 3.9 | 4.9 | -4.7 | -2.5 | -5.3 | 2.8 | 0.6
CCN1CCN(CCNC(=O)c2ccc3c(c2)N(Cc2cccc(Cl)c2)C(=O)c2ccccc2S3=O)CC1 (configuration not stated) | -0.7 | -0.7 | -1.1 | 4.5 | 7.6 | 2.6 | -1.9 | -7.6 | 0.7 | -1.8

This is a random part of the collection. Share with any hit: about 4.6%.
